Screening results (PubChem)
All columns: NCI-60 one-dose screen, growth in % after 48 h at 10 µM unless noted; 100 = growth as untreated, 0 = no growth, -100 = all killed.
CCRF-CEM: CCRF-CEM leukemia. hit rate 7% among 77,000
SR: SR leukemia cells | hit rate 8.7% among 73,000 | AID 1794780
MDA-MB-468: MDA-MB-468 breast cancer | hit rate 8.5% among 78,000 | AID 2202374
K-562: K-562 leukemia; hit rate 7.4% among 78,000
RPMI-8226: RPMI-8226 leukemia cells | hit rate 7.5% among 77,000 | AID 1794781
MDA-MB-231: MDA-MB-231 breast cancer; AID 1794789; hit rate 5% among 81,000
MOLT-4: MOLT-4 leukemia cells. hit rate 6.9% among 80,000. AID 1794779
MDA-MB-435: MDA-MB-435 melanoma. hit rate 7.8% among 82,000. AID 1794794
* = called active by the depositor; nt = no result given; & = joins results of further samples; ! = not active in a repeat. How the source made its calls: active means growth percent below 10; inactive means the rest. This is a subset; the hit share may differ from the screen's.

SMILES	CCRF-CEM	SR	MDA-MB-468	K-562	RPMI-8226	MDA-MB-231	MOLT-4	MDA-MB-435
Cc1cc(C)c(NC2=NCCS2)cc1C	92	100	105	94	81	107	91	110
COc1cc2c(cc1OC)CN(C)C(C)C2 (stereo unspecified)	100	101	98	101	105	110	113	101
O=c1oc2ccc(-c3ccc(F)cc3F)cc2c(=O)n1-c1ccc([N+](=O)[O-])c(C(F)(F)F)c1	103	nt	99	99	104	94	100	107
COC(=O)C1C2c3ccccc3C(c3ccccc32)C1C(=O)OC (stereo unspecified)	99	89	98	94	82	90	111	100
CCCC(OC(C)=O)P(=O)(OCC)OCC (stereo unspecified)	104	95	99	115	105	109	104	104
Cc1c(C)c([N+](=O)[O-])c(C)c(C)c1[N+](=O)[O-]	99	93	95	102	106	108	100	92
Cc1cc[n+](C)cc1	103	102	103	100	103	117	100	114
COc1cccc(C(Cc2ccccc2)NCCO)c1OC (stereo unspecified)	102	97	106	87	106	112	91	107
CN(N=O)C(=O)NC(N)=O	103	nt	nt	84	105	94	77	118
Cc1ccc(O)c(Cl)c1	105	94	117	99	103	114	104	nt
NC(=S)Nc1ccccc1	111	92	131	110	nt	117	94	127
CC(=O)O[C@H]1CC[C@H]2[C@@H]3CC=C4c5nc(-c6ccc(Br)cc6)sc5CC[C@]4(C)[C@H]3CC[C@]12C	81	81	97	90	22	103	93	93
Cn1c(=O)c2ncnnc2n(C)c1=O	92	nt	113	83	76	107	85	119
CC(c1c[nH]c2ccccc12)N1CCCCC1 (stereo unspecified)	99	127	88	126	105	93	108	120
Oc1ccc(Cl)cc1Cl	87	96	114	120	95	91	107	99
COC(=O)[C@@H](NC(=O)c1cn(CCC2CCCCC2)c2ccccc12)C(C)C	89	72	99	nt	72	79	70	96
CCCCOP(=O)(CCc1ccccn1)OCCCC	113	96	98	98	94	104	108	91
CCOC(=O)/C=C/CP(=O)(OCC)OCC	99	97	108	83	104	112	90	103
CN(C)c1ccc(C=C2C(=O)NC(=O)NC2=O)cc1	115	107	nt	109	131	88	99	111
CCc1ccccc1-n1c(C)nc2ccccc2c1=O	99	107	111	110	92	102	102	106
CCC1(c2ccccc2)C(=O)NC(=S)NC1=O	100	93	90	94	107	113	100	101
COC[C@@H]1C[C@@]2(C)[C@@H](CC[C@@H]3[C@@H]2CC[C@@]2(C)[C@H]3CC[C@]2(C)O)CC1=O	nt	84	99	86	85	116	90	108
C=CC1CC=CCC1 (stereo unspecified)	98	122	99	105	113	109	99	109
O=S(OCC(Cl)(Cl)Cl)OCC(Cl)(Cl)Cl	108	103	100	113	nt	112	112	110
Nc1ccc(Cl)cc1	98	102	97	100	99	104	94	105
CN1C(=O)C[N+]([O-])=C(c2ccccc2)c2cc(Cl)ccc21	109	84	105	98	110	100	80	113
CNC(=O)Oc1c(Cl)cccc1SSc1cccc(Cl)c1OC(=O)NC	76	90	109	90	91	88	85	103
[Br][Pb]([c]1ccccc1)([c]1ccccc1)[c]1ccccc1	-22*	-38*	-88*	-47*	-30*	-92*	-24*	-99*
CCC(C)c1cnc(CC(C)C)c(=O)n1O (stereo unspecified)	nt	89	103	105	97	105	101	103
CCOC(=O)N(N=O)c1ccccc1	nt	92	108	106	112	108	95	107
Nc1nc(N)c(-c2ccc(Cl)c(Cl)c2)c(/C=C/c2ccc(S(=O)(=O)F)cc2)n1	59	76	103	53	93	104	77	87
COc1cc(OC)c(S(=O)(=O)N(CCCl)CCCl)cc1C1=NN(C=O)C(c2ccc(Cl)cc2)C1 (stereo unspecified)	83	73	88	74	82	96	69	93
C=C(C)[C@H]1CN[C@H](C(=O)O)[C@H]1CC(=O)O	112	105	110	121	119	108	104	106
COc1cc2c(O[C@@H]3OC[C@H](O)[C@H](O)[C@H]3O)c3c(c(-c4ccc5c(c4)OCO5)c2cc1OC)C(=O)OC3	47	15	59	19	90	23	110	40
c1ccc(C2CN2C2CCCCC2)cc1 (stereo unspecified)	80	87	89	102	91	103	106	105
NC(Cc1cccc(NP(=S)(N2CC2)N2CC2)c1)C(=O)O (stereo unspecified)	103	96	110	102	106	117	100	113

7 compounds from above, showing only MDA-MB-435 and MDA-MB-231.
mol	MDA-MB-435	MDA-MB-231
CCOC(=O)N(N=O)c1ccccc1	107	108
Nc1nc(N)c(-c2ccc(Cl)c(Cl)c2)c(/C=C/c2ccc(S(=O)(=O)F)cc2)n1	87	104
COc1cc(OC)c(S(=O)(=O)N(CCCl)CCCl)cc1C1=NN(C=O)C(c2ccc(Cl)cc2)C1 (stereo unspecified)	93	96
C=C(C)[C@H]1CN[C@H](C(=O)O)[C@H]1CC(=O)O	106	108
COc1cc2c(O[C@@H]3OC[C@H](O)[C@H](O)[C@H]3O)c3c(c(-c4ccc5c(c4)OCO5)c2cc1OC)C(=O)OC3	40	23
c1ccc(C2CN2C2CCCCC2)cc1 (stereo unspecified)	105	103
NC(Cc1cccc(NP(=S)(N2CC2)N2CC2)c1)C(=O)O (stereo unspecified)	113	117

One compound at a time, as listed above:
Shown for [Br][Pb]([c]1ccccc1)([c]1ccccc1)[c]1ccccc1 : CCRF-CEM = -22*; SR = -38*; MDA-MB-468 = -88*; K-562 = -47*; RPMI-8226 = -30*; MDA-MB-231 = -92*; MOLT-4 = -24*; MDA-MB-435 = -99*
Shown for CCC(C)c1cnc(CC(C)C)c(=O)n1O (stereo unspecified) : CCRF-CEM = nt; SR = 89; MDA-MB-468 = 103; K-562 = 105; RPMI-8226 = 97; MDA-MB-231 = 105; MOLT-4 = 101; MDA-MB-435 = 103
Shown for CNC(=O)Oc1c(Cl)cccc1SSc1cccc(Cl)c1OC(=O)NC : CCRF-CEM = 76; SR = 90; MDA-MB-468 = 109; K-562 = 90; RPMI-8226 = 91; MDA-MB-231 = 88; MOLT-4 = 85; MDA-MB-435 = 103

Looked up above:
`CCC(C)c1cnc(CC(C)C)c(=O)n1O` (stereo unspecified) | MDA-MB-468 = 103
`CNC(=O)Oc1c(Cl)cccc1SSc1cccc(Cl)c1OC(=O)NC` | MOLT-4 = 85
`c1ccc(C2CN2C2CCCCC2)cc1` (stereo unspecified) | SR = 87
`NC(Cc1cccc(NP(=S)(N2CC2)N2CC2)c1)C(=O)O` (stereo unspecified) | MDA-MB-231 = 117

Next part.
SMILES	CCRF-CEM	SR	MDA-MB-468	K-562	RPMI-8226	MDA-MB-231	MOLT-4	MDA-MB-435
O=C([O][Hg][CH2]C1OCCOC1[CH2][Hg][O]C(=O)c1ccccc1)c1ccccc1 (stereo unspecified)	-16*	2.5*	-81*	-36*	12	93	-8.8*	94
CC[C@H](C)[C@H](NC(=O)CN(C)C)C(=O)N(C)[C@H](C[C@@H](OC(C)=O)c1nc(C(=O)NC23CC(C(=O)OC)(C2)C3)cs1)C(C)C	6.2*	nt	-15*	9.5*	19	1.5*	12	-39*
Fc1ccccc1CCl	101	106	103	94	109	89	99	111
Cc1cc([N+](=O)[O-])c(O)c([N+](=O)[O-])c1C	98	93	101	107	105	97	98	109
N#CC(C#N)=Cc1cccc(F)c1	101	nt	109	97	103	109	98	107
NN=C1C(Cl)=C(Cl)C(Cl)=C1Cl	78	67	107	91	97	94	60	100
Nc1nc(N)c(-c2ccc(Cl)cc2)c(COc2ccc(NC(=O)Nc3cccc(S(=O)(=O)F)c3)cc2)n1	75	87	97	87	103	101	86	96
O=C(CBr)OCCCl	nt	94	98	107	98	99	104	106
N#CC(NC(=O)CCl)=C(Cl)Cl	-22*	-18*	-48*	-24*	-22*	1.4*	-34*	5.0*
C[C@]12C[C@H](c3ccoc3)OC(=O)[C@H]1CC[C@@]1(C)[C@@H]2[C@H]2C=C[C@]1(O)C(=O)O2	96	100	105	77	95	102	96	98
Cc1c(O)c(CN(CCCl)CCCl)cc(CN(CCCl)CCCl)c1O	42	4.0*	84	103	87	93	75	97
c1ccc2c(c1)OCC(C1=NCCN1)O2 (stereo unspecified)	105	93	101	nt	108	104	99	99
CC[C@H](C)[C@H](NC(=O)NC(C)(C)C)C(=O)N(C)[C@H](C[C@@H](OC(C)=O)c1nc(C(=O)N[C@@H](Cc2ccccc2)C[C@H](C)C(=O)OC)cs1)C(C)C	11	11	15	7.4*	-3.7*	13	17	-45*
OC(Cc1nc2ccccc2s1)C(Cl)(Cl)Cl (stereo unspecified)	81	96	96	85	77	87	83	110
CC1(C)N=C(N)N=C(N)N1c1cccc(CCCCc2ccc(S(=O)(=O)F)cc2Cl)c1	43	34	71	32	50	73	36	50
CC(C)SP(=S)(SC(C)C)SC(C)C	106	90	75	103	106	90	101	99
CC(C)(C)OOC(=O)/C=C\C(=O)OOC(C)(C)C	96	93	108	104	112	97	107	119
O=[N+]([O-])c1cc([As](=O)(O)O)ccc1O	107&105	106&114	103&95	105&105	106&107	109&101	108&105	100
CNc1nn[nH]n1	101	95	116	98	109	109	93	108
CSc1nc(N)nc2nc(NN)nn12	103	106	117	106	111	101	106	107
O=C(O)C1C(C(=O)O)C2(Cl)C(Cl)=C(Cl)C1(Cl)C2(Cl)Cl (stereo unspecified)	1.8*!	118&104	113&105	115&113	115&94	102&111	106&115	106&100
Cc1ccc(Nc2nc(-c3ccccc3)c[se]2)cc1	92	77	80	92	83	75	72	104
CN1C[C@H](C(=O)N[C@]2(C)O[C@@]3(O)C4CCCN4C(=O)[C@H](Cc4ccccc4)N3C2=O)C=C2c3cccc4[nH]cc(c34)C[C@H]21 (stereo partly specified)	84	86	66	nt	74	73	51	77
COc1ccc(C2=N[C@@H](Cc3ccccc3)C(=O)Nc3ccsc32)cc1	32	9.0*	8.2*	16	42	56	36	-16*

Reformatted: entries from further up
Structure | CCRF-CEM | SR | MDA-MB-468 | K-562 | RPMI-8226 | MDA-MB-231 | MOLT-4 | MDA-MB-435
CC(C)SP(=S)(SC(C)C)SC(C)C | 106 | 90 | 75 | 103 | 106 | 90 | 101 | 99
Cc1ccc(Nc2nc(-c3ccccc3)c[se]2)cc1 | 92 | 77 | 80 | 92 | 83 | 75 | 72 | 104

(next part)
SMILES	CCRF-CEM	SR	MDA-MB-468	K-562	RPMI-8226	MDA-MB-231	MOLT-4	MDA-MB-435
O=C(/C=C/c1cccc(Br)c1)c1nc2ccccc2n1Cc1ccc(Br)cc1	-16*	-12*	-59*	-2.2*	-35*	nt	-6.7*	-31*
O=C(CCCN1CCC(n2c(=O)[nH]c3ccccc32)CC1)c1ccc(F)cc1	107	29	129	109	57	109	96	125
CC1(C)N=C(N)N=C(N)N1c1ccc(OCC(=O)Nc2cccc(S(=O)(=O)F)c2)cc1	93	84	87	41	92	117	95	100
C/C(=C\c1ccn(-c2ccc(N)c(C(F)(F)F)c2)n1)[C@@H]1C[C@@H]2O[C@]2(C)CCC[C@H](C)[C@H](O)[C@@H](C)C(=O)C(C)(C)[C@@H](O)CC(=O)O1	14	7.7*	4.1*	12	9.6*	23	10	-27*
OCCN1CCN(c2ccccc2)CC1	65	84	105	101	97	106	94	98
COc1ccc(C=O)cc1OC	104&113	95	103&111	108&101	105&111	105&102	107&100	97&111
C=CC(O)CN1CC1 (stereo unspecified)	97	105	nt	106	98	116	101	114
O=P(Oc1ccc(OP(=O)(N2CC2)N2CC2)cc1)(N1CC1)N1CC1	97	92	113	87	110	109	96	103
Nc1ccc(CCNS(=O)(=O)c2ccc(S(=O)(=O)F)cc2)cc1	106	89	96	101	108	108	100	103
O=C1CN(O)C(c2ccccc2)=c2cc(Cl)ccc2=N1	68&101	31	101	83&104	81&91	109&98	94&93	115&121
c1cnc2[nH]cc(-c3csc(-c4cn(CCCCN5CCOCC5)c5ccccc45)n3)c2c1	10	-20*	35	-39*	33	33	13	24
C[C@]12CC[C@H]3[C@@H](CC=C4C[C@@H](O)CC[C@@]43C)[C@@H]1CC(=O)[C@@H]2O	93	nt	85	101	106	100	87	100
CC(=O)N(CC(C)C)N=O	nt	88	109	97	98	112	93	113
O=C1NC(=O)C(=Cc2cccn2CCCCCCn2c3ccccc3c(=O)c3ccccc32)C(=O)N1	94	72	95	75	74	95	80	102
CCCCOC(=O)c1ccccc1C(=O)OCCCC	94	98	109	97	87	99	104	111
CC1=C2CC[C@H]3[C@@H](CCC4=CC(=O)CC[C@@]43C)[C@@H]2CC1	87	67	95	nt	88	118	91	105
N/N=C/c1cccnc1	104	102	116	98	104	107	105	106
N#CC1=C(N)Oc2c(c(=O)oc3ccccc23)C1c1cc(=O)oc2ccc(Cl)cc12 (stereo unspecified)	91	82	95	nt	99	104	96	89
CCCCCOC(=O)c1ccccc1C(=O)OCCCCC	93	nt	103	83	65	85	82	113
O=C1CC(c2cc3ccccc3[nH]c2=O)Nc2ccccc21 (stereo unspecified)	106	95	96	102	107	84	102	108
CCC1CCC(=O)O1 (stereo unspecified)	116	nt	109&99	119&110	114&104	112&106	116&98	109
CN1CC(=O)N(O)C1(C)c1cccnc1 (stereo unspecified)	106	92	95	99	105	113	97	97
CCOc1ccccc1C=C(C#N)C#N	123	122	106	130	116	111	100	99
Nc1cc2nc3ccccc3nc2cc1N	94	82	-12*	60	80	87	91	109
